PAFAH1B2 inh = PAFAH1B2 enzyme inhibitors, primary screen, biochemical, fluorescence polarization, human; recombinant PAFAH1B2, FP-rhodamine activity probe; inhibition, % at 3.39 µM; 340,000 tested, 1.2% active; AID 492953, 2010;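 active = inhibition above the mean of all tested compounds plus 3 SD, cut at about 24% in these data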;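 also: 0% = enzyme with DMSO and 100% = wells lacking PAFAH1B2; many of its hits are not listed in these tables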
Target sequence (P68402 whole entry, looked up): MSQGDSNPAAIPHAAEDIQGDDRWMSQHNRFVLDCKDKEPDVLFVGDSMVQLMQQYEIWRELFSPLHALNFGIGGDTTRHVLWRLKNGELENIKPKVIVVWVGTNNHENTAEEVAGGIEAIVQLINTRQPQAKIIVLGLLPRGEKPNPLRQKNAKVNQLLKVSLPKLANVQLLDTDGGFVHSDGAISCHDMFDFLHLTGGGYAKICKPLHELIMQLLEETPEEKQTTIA
AHR activator = AHR activators, primary screen, cell-based, luminescence, luciferase reporter, human | 320,000 tested, 2.5% active | AHR-responsive luciferase reporter cells | Aryl hydrocarbon receptor (Homo sapiens), P35869 | AID 2796, 2010 | activation, % at 5 µM; in the data active = activation above about 47%;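 also: 0% = vehicle wells and 100% = reference agonist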
PME-1 inh = PME-1 inhibitors via competitive probe labeling, primary screen, biochemical, fluorescence polarization, FP-Rh probe, HTS | 320,000 tested, 0.53% active | Protein phosphatase methylesterase 1 (Homo sapiens), Q9Y570 | recombinant PME-1 | inhibition, % at 5.9 µM;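 active = inhibition above the campaign mean of all compounds plus 3 SD, cut at about 26% in these data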;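 also: competitive labeling of PME-1 active site by serine hydrolase directed probe; 0% = PME-1 with DMSO and 100% = wells lacking PME-1 enzyme; inhibitors block probe labeling so polarization falls and inhibition rises; many of its hits are not listed in these tables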
Target sequence (Q9Y570 whole entry, looked up): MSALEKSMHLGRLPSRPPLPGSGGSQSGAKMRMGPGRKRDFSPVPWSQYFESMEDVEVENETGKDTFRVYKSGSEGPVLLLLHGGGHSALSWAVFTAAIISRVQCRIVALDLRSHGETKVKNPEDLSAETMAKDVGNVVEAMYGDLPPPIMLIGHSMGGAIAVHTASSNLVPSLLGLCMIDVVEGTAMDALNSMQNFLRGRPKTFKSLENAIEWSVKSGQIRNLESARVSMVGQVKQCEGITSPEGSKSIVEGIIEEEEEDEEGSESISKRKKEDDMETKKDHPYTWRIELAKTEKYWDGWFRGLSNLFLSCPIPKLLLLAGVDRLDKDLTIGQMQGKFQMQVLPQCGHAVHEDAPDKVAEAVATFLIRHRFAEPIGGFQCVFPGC
MEX-5 binding = MEX-5 zinc finger RNA-binding disruptors – biochemical, C. elegans, fluorescence polarization, MLPCN library, primary screen. Zinc finger protein mex-5 (Caenorhabditis elegans), Q9XUB2. MEX-5/FITC-TCR2 RNA binding; active compounds read low. activity score (negative = inhibition of binding), % at 10 µM. 300,000 tested, 0.38% active;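 active = inhibition past about -25% in most replicates, and total fluorescence under double the plate's negative control median, limit read from the data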;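 also: 0% = DMSO and -100% = 5 µM competing unlabeled TCR2 RNA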
BCLXL inh = inhibitors of human Bcl-xL, primary screen, biochemical, fluorescence polarization, HTS; Bcl-2-like protein 1 (Homo sapiens), Q07817; GST-Bcl-xL / FITC-Bim BH3 peptide fluorescence polarization; inhibition, % at 10.9 µM; 320,000 tested, 0.7% active; AID 2129, 2009;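 active = inhibition above the mean of all tested compounds plus 3 SD, cutoff set per campaign, cut at about 30% in these data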;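 also: 0% = DMSO wells and 100% = unlabeled Bim-BH3 peptide competitor; inhibitors lower millipolarization by displacing the labeled peptide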
pPAFAH inh = pPAFAH enzyme inhibitors, primary screen, biochemical, fluorescence polarization, human; Platelet-activating factor acetylhydrolase (Homo sapiens), Q13093; recombinant pPAFAH, FP-rhodamine probe fluorescence polarization; inhibition, % at 3.39 µM; 330,000 tested, 1.5% active; AID 463082, 2010;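 active = inhibition above the mean inhibition across the screen plus 3 SD, cut at about 25% in these data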;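 also: inhibitors block binding of the rhodamine activity-based probe so polarization drops; 0% = enzyme with DMSO and 100% = wells lacking pPAFAH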
GLD-1 RNA inh = GLD-1/TGE RNA complex disruptors, primary screen, biochemical, fluorescence polarization. 320,000 tested, 0.44% active. purified GLD-1 + fluorescein TGE RNA. Female germline-specific tumor suppressor gld-1 (Caenorhabditis elegans), Q17339. inhibition, % at 5.96 µM;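 active = percent inhibition above a per-plate cutoff, the plate mean of test compounds plus 3 SD, cut at about 30% in these data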;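 also: 0% = DMSO wells with GLD-1 and probe and 100% = wells lacking GLD-1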
Target sequence (Q17339 whole entry, looked up): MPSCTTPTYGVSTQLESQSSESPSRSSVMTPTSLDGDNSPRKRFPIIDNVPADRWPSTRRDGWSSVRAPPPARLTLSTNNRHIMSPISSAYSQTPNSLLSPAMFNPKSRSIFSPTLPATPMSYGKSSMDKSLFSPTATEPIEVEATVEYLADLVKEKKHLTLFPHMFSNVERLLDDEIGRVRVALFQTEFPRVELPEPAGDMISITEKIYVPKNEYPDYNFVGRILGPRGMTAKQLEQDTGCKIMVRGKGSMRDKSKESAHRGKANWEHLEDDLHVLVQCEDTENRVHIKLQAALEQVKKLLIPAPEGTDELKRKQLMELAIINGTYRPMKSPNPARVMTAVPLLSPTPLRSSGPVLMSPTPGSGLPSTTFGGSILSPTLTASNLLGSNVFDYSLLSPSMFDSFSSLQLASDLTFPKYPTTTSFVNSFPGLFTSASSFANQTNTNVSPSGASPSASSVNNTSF
Fam108B inh = mouse Fam108B serine hydrolase inhibitors, primary screen, counter-screen for RBBP9 inhibitor project, biochemical, fluorescence polarization | recombinant Fam108B, FP-Rh probe fluorescence polarization | inhibition, % at 9.51 µM | 300,000 tested, 0.33% active | AID 1947, 2009;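 active = inhibition above the screen mean inhibition plus 3 SD, computed separately per campaign, cut at about 18% in these data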;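 also: inhibitors lower polarization as less probe binds the enzyme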
MCL1 BIM primary = inhibitors of MCL1 binding to BIM-BH3, primary screen, biochemical, fluorescence polarization; 320,000 tested, 0.68% active; GST-MCL1 / FITC-Bim-BH3 fluorescence polarization; Induced myeloid leukemia cell differentiation protein Mcl-1 (Homo sapiens), Q07820; inhibition, % at 10.9 µM;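 active = inhibition above the mean inhibition of all tested compounds plus 3 SD, set per campaign, cut at about 40% in these data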;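 also: 0% = DMSO wells and 100% = unlabeled Bim-BH3 peptide control; higher means more loss of mP so more displacement of Bim peptide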
* marks the source's active call; other numbers are inactive results; . = not tested or not shown.

SMILES | PAFAH1B2 inh | AHR activator | PME-1 inh | MEX-5 binding | BCLXL inh | pPAFAH inh | GLD-1 RNA inh | Fam108B inh | MCL1 BIM primary
Cc1cc(-n2c(C)cc(C(=O)CSc3ccc4c(c3)OCCO4)c2C)no1 | 0.7 | -3.6 | 1.7 | 8.2 | 4.3 | 8.8 | 3.0 | -1.7 | -3.3
CCN(CC)S(=O)(=O)c1ccc(N2CCOCC2)c(NCC(=O)Nc2ccc(F)cc2)c1 | 5.7 | -0.7 | 12.4 | -1.6 | -4.3 | 7.4 | -1.8 | -0.4 | 1.8
Cc1nn(C)c(C(=O)Sc2cccc(Cl)c2)c1[N+](=O)[O-] | 3.9 | 4.1 | -0.7 | . | 2.9 | 2.1 | 2.6 | 1.4 | 9.4
O=C1Cc2cccc3cccc1c23 | 7.0 | 25.9 | -2.0 | -0.7 | 0.9 | 4.0 | 4.3 | 0.6 | 3.1
CCCC1=NN(c2ccc([N+](=O)[O-])cc2)C(=O)/C1=C/N(C)C | 6.0 | 23.7 | -1.4 | -4.2 | 10.2 | 4.2 | 10.9 | 5.6 | 13.7
O=C1C=C(c2cccc3c2sc2ccccc23)C[C@@H](c2ccc(Cl)cc2)C1 | 0.8 | 1.2 | -1.4 | . | -1.4 | -8.2 | -5.3 | . | -4.4
CC(c1ccccc1)C1CC(=O)N(Cc2ccco2)C1=O (stereo unspecified) | 5.5 | 0.2 | 4.8 | 2.0 | -0.5 | 10.1 | -1.8 | -5.4 | 0.0
C=C(C)COc1ccc(-c2n[nH]c(C)c2Oc2ccccc2OC)c(O)c1 | 0.8 | 9.3 | 2.4 | 0.1 | 5.0 | 12.6 | 0.8 | 5.5 | 6.2
CCc1cc(=O)oc2cc(C)cc(OCC(=O)N3CCC(C(=O)O)CC3)c12 | 2.3 | -0.5 | 0.7 | 0.1 | -0.1 | 1.2 | 1.3 | 0.8 | 5.7
COc1ccc(NC(=O)N2CCC(CO)(CC3CCCCO3)CC2)c(OC)c1 (stereo unspecified) | 6.9 | -1.0 | -0.2 | -0.1 | 3.8 | 0.8 | 4.3 | -0.8 | 5.6
Cc1ccc(NC(=O)c2cccc(C(=O)Nc3ccc(C)cc3C(=O)O)c2)c(C(=O)O)c1 | 7.6 | 12.7 | 2.5 | 3.4 | 4.2 | -10.9 | -4.0 | -4.8 | -3.2
Cc1cccc(N2CCN(C(=O)c3ccc(Cl)c(S(=O)(=O)N4CCc5ccccc5C4)c3)CC2)c1C | 3.6 | 0.4 | -9.5 | 0.2 | -0.7 | -0.1 | 2.5 | -4.8 | -12.6
CS(=O)(=O)N(CC(=O)Nc1ccccc1C(=O)N1CCCC1)c1cccc([N+](=O)[O-])c1 | 2.7 | 2.1 | -1.3 | 2.2 | 3.9 | 0.9 | -4.5 | -4.8 | -1.4
CCOc1ccc(CCNS(=O)(=O)c2cn(C)cn2)cc1OCC | -1.1 | 3.0 | -0.6 | -2.6 | 2.6 | -4.7 | 4.9 | -3.1 | -2.7
O=C(c1cnccn1)N1CCN(S(=O)(=O)c2cccc(Cl)c2)CC1 | 5.0 | 0.7 | . | . | . | 1.6 | 3.2 | . | .
CC(=O)Nc1ccc(S(=O)(=O)N2CCC(=O)Nc3ccccc32)cc1 | 2.0 | -0.9 | 1.5 | -11.7 | 8.7 | 1.7 | 2.2 | 0.2 | 8.8
Cn1cc(Br)c(C(=O)Nc2ncc(Br)s2)n1 | 1.4 | 19.9 | -8.1 | -0.2 | 20.8 | -2.2 | 12.3 | -2.6 | 26.7
CCN1CCN(c2c(Cl)cccc2NC(=O)c2cccs2)CC1 | 1.8 | -5.7 | -1.8 | 0.3 | -2.4 | 1.2 | 1.4 | 0.3 | -12.8
CNC(=O)CSCCn1c(SCC(=O)NC)nc2ccccc2c1=O | -0.8 | 0.0 | -4.3 | 0.5 | -2.4 | 4.0 | 4.2 | 2.5 | -10.9
COc1ccc(N2CCN(C(=O)CSc3nnc4c(C)cc5ccc(C)c(C)c5n34)CC2)cc1 | 0.3 | 0.1 | 0.1 | 2.0 | 1.2 | 0.8 | -2.6 | 0.9 | -2.5
CCC1CCCCN1CCCNC(=O)CC1Oc2ccccc2NC1=O (stereo unspecified) | -3.0 | 0.5 | -3.1 | -0.4 | 1.7 | 5.4 | 4.9 | 7.5 | -2.9
Cc1cc(OC(C)C(=O)NCC2CCC(C(=O)O)CC2)c2c(C)c(Cc3ccccc3)c(=O)oc2c1 (stereo unspecified) | 0.5 | -0.7 | 8.6 | -1.5 | 0.4 | 6.4 | -0.9 | 1.6 | 2.2
C#CCNC(=O)C1=C[C@@H](C)[C@H](CCCO)[C@@H](OCC)O1 | 1.5 | 0.2 | -6.3 | 0.6 | 4.9 | 2.5 | 2.5 | -1.4 | 0.7
C=CCn1c(=O)c(C(=O)OCC)c(O)c2ccccc21 | -2.4 | 3.1 | -1.5 | 2.4 | 3.7 | -0.4 | 2.2 | -0.1 | -1.4
CN(Cc1ccccc1OCCO)CC1CCCN(CCc2ccc(Cl)cc2)C1 (stereo unspecified) | -2.7 | -3.5 | 4.7 | 1.2 | -3.2 | -0.2 | 2.5 | 0.4 | -0.2
Further records
SMILES | PAFAH1B2 inh | AHR activator | PME-1 inh | MEX-5 binding | BCLXL inh | pPAFAH inh | GLD-1 RNA inh | Fam108B inh | MCL1 BIM primary
CCCCCOC(=O)c1c(N)n(CCOC)c2nc3ccccc3nc12 | 2.7 | 24.5 | -0.7 | 1.2 | 2.8 | 0.9 | -11.7 | 9.8 | 4.6
CCCCOc1nc(N)nc(-c2ccccc2)n1 | 1.7 | 11.8 | -0.6 | -0.7 | 10.4 | 7.0 | 3.6 | 0.1 | 5.2
Cn1nnnc1SCC(=O)c1ccc2c(c1)OCCO2 | 9.1 | 1.3 | -5.5 | 0.1 | 4.2 | 3.5 | 1.4 | 1.0 | -3.5
Cc1ccc2[nH]c(C(=O)N3CCCC(Nc4ccc(F)cc4)C3)cc2c1 (stereo unspecified) | 1.0 | 24.9 | 2.1 | -0.2 | 7.5 | 9.1 | 3.9 | 6.3 | -1.3
Cc1cc(Nc2ccccc2)n(CCO)n1 | 3.4 | -0.9 | -0.9 | 4.2 | -0.9 | 0.8 | 0.4 | 1.2 | 3.0
O=C(c1cc2ccccc2o1)c1cccs1 | 2.8 | 20.6 | 1.6 | -3.5 | 12.4 | 4.3 | 3.4 | 1.4 | 3.2
CCc1c(C)nc(SCC(=O)N2CCCCC2)[nH]c1=O | 2.5 | -1.7 | 2.4 | -2.9 | 3.9 | 7.6 | 8.1 | -0.4 | -2.0
COc1ccc(NC(=O)Cn2nnc(C(=O)NCc3ccc4c(c3)OCO4)c2N)c(OC)c1 | 0.0 | 2.5 | -2.3 | 1.8 | 1.1 | 2.8 | 3.0 | -5.4 | 0.1
COc1ccc(CC(=O)Nc2nncs2)cc1OC | 1.2 | -2.6 | -3.9 | -1.3 | 1.6 | -1.5 | 5.3 | 3.3 | 0.6
CC(Nc1cccc(C(=O)NC2CC2)c1)c1nnc(-c2ccccc2)o1 (stereo unspecified) | -0.4 | 0.8 | . | . | . | 1.1 | -0.4 | . | .
COc1cc(NC(=O)N2CCOCC2)cc(OC)c1 | -5.0 | 3.2 | -0.4 | -0.2 | 3.4 | -1.5 | -1.7 | 2.5 | 0.0
COc1ccccc1-n1nnnc1SCC(=O)NC1CCCC1 | 1.4 | 3.1 | -2.8 | 1.4 | 5.7 | 2.4 | -1.3 | 1.0 | -3.6
CC1CCCC(=NNC(=O)C2COc3ccccc3O2)C1 (stereo unspecified) | 9.7 | 7.6 | . | . | . | 3.6 | 8.9 | . | .
CC(CCc1ccccc1)NC(=O)CSc1nc(N)cc(N)n1 (stereo unspecified) | 7.9 | -2.4 | 2.5 | 3.0 | 1.1 | 1.4 | -6.2 | 0.4 | -7.8
O=[N+]([O-])c1cccc(-c2nnc(C3CC3)o2)c1 | -6.1 | -3.7 | 4.1 | -2.3 | 0.7 | 5.7 | -0.1 | 2.0 | 3.3
O=C(c1cccc(-c2nnc(-c3ccccc3)o2)c1)N1CCCCCC1 | 4.6 | 7.7 | 2.4 | -0.1 | 0.1 | 0.5 | -0.4 | -2.3 | 7.0
Cc1ccccc1C(=O)O/N=C(\N)Cc1cccs1 | -2.2 | 24.3 | 4.8 | 0.7 | -0.4 | 2.1 | 11.9 | 5.3 | -0.3
CN1C(=O)c2ccc(NC(=O)c3cccc(N4C(=O)CCC4=O)c3)cc2C1=O | -3.6 | 2.4 | -5.3 | 2.2 | 3.3 | -0.6 | -0.5 | 3.1 | 7.1
O=C(CN1C(=O)C2C3CCC(C3)C2C1=O)NCc1ccco1 (stereo unspecified) | -0.3 | -0.9 | -0.9 | 3.8 | 5.9 | 4.5 | -2.9 | -3.0 | 52.8*
c1ccc(-c2oc3ncnc(NCCN4CCOCC4)c3c2-c2ccccc2)cc1 | 0.7 | -0.3 | 3.5 | 0.4 | 8.5 | 3.2 | 17.7 | 2.1 | 10.8
COc1cc(CN2CCC(n3nccc3NC(=O)CCCc3ccccc3)CC2)ccc1O | 5.5 | 2.6 | -5.4 | 2.4 | 3.2 | 5.5 | 8.5 | -4.4 | -9.0
CC(C)C[C@H](NC(=O)N1CCn2c1nc1ccccc12)C(=O)N[C@H](Cc1ccccc1)C(=O)O | 10.1 | -0.3 | 1.1 | -2.4 | -2.5 | -0.2 | 2.0 | 6.4 | 4.3
Cc1cc(O)c(NC(=O)c2ccc(C)c([N+](=O)[O-])c2)cc1C | . | 30.9 | -6.0 | -3.6 | -1.1 | 0.2 | -0.6 | 5.4 | -7.1
CCOCCCNC(=S)NCCc1ccccc1 | 2.1 | 2.2 | -1.9 | 1.5 | 4.4 | 1.9 | -6.6 | -6.0 | 7.1
COc1ccc(SC[C@H](C)CN2CC[C@H](C)CCC2=O)cc1 | 5.4 | 0.5 | -3.2 | . | 4.7 | 5.1 | -2.2 | . | 14.0
C/C=C(\C)C(=O)N1CCC(C(=O)c2ccccc2)CC1 | 2.5 | -0.2 | -3.5 | 0.0 | 1.1 | 2.6 | -4.4 | 0.3 | -7.5
CCC1Oc2ccccc2N(CC(=O)NCCN2CCc3ccccc3C2)C1=O (stereo unspecified) | 3.1 | 5.2 | -1.0 | 0.1 | 2.0 | -2.9 | 2.1 | 1.6 | 3.6
CC(=O)c1nc(N2C(=O)CC(Cc3ccccc3)C2=O)sc1C (stereo unspecified) | 3.2 | 0.7 | 0.0 | -0.8 | 3.7 | -0.4 | 5.7 | 3.6 | -2.7

Some of these compounds in order of the pPAFAH inh value, low to high.
SMILES,pPAFAH inh
CCC1Oc2ccccc2N(CC(=O)NCCN2CCc3ccccc3C2)C1=O (stereo unspecified),-2.9
COc1ccc(CC(=O)Nc2nncs2)cc1OC,-1.5
CC(Nc1cccc(C(=O)NC2CC2)c1)c1nnc(-c2ccccc2)o1 (stereo unspecified),1.1

An excerpt. The share of hits here may be higher or lower than overall.
